# Large T inhibition: TAg ATPase/helicase activity blockers – biochemical (AID 1903) | SV40 large T antigen ATPase/helicase inhibition assay; higher % means a stronger effect | hit rate 0.39% among 310,000 | inhibition, % at 20 µM, or IC50 in µM where a hit was titrated; in the data active means a potency from the dose series; inconclusive means inhibition mostly from about 32% at the one dose, without a potency; inactive means the rest, 99 in 100 with inhibition below about 32%; further: strong numbers were not always called active
# Salmonella PhoP GFP: inhibitors of PhoP regulon expression, primary screen, Salmonella Typhimurium, GFP reporter (AID 1863); inhibition, % at 50 µM; hits with a dose series show IC50 in µM; hit rate 0.16% among 300,000; S. Typhimurium PhoP-regulated promoter GFP reporter, 4 h; higher % means a stronger effect;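 active means inhibition over 29.93%, a cutoff 3 SD above the screen mean, later confirmed by dose response; inconclusive means inhibition over 29.93% but no dose response follow-up; inactive means inhibition at most 29.93% or unconfirmed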;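 further: 0% = low Mg2+ inducing control and 100% = high Mg2+ repressing control; strong numbers were not always called active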
# human PMI inhibitors: human PMI inhibitors, high substrate, primary screen, biochemical, fluorescence intensity, high mannose 6-phosphate (AID 1220); hit rate 0.66% among 190,000; recombinant PMI enzyme, coupled fluorescence intensity; higher % means a stronger effect; one-dose inhibition, % at 20 µM; IC50 in µM for titrated hits
# PMI inhibitors: inhibitors of human PMI, primary screen, biochemical, fluorescence intensity, coupled assay (AID 1209); purified PMI enzyme, coupled fluorescence intensity; higher % means a stronger effect; hit rate 0.42% among 190,000; inhibition, % at 20 µM, or IC50 in µM where a hit was titrated;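 further: plate controls were DMSO vehicle for no effect and wells lacking substrate for full effect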
# Insulin prom up: MIN6 insulin promoter up-regulation | MIN6 insulin promoter-GFP reporter, high-content imaging; hits give high values | z-score at 5 µM | hit rate 0.3% among 190,000;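 active means z-score above 3 at 5 µM with at least 500 cells counted in the well; inconclusive means wells under 500 cells, flagged as cytotoxic or low count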
# TNAP activation fold: human TNAP enzyme activators, primary screen, biochemical, luminescent, no phosphate acceptor, uHTS (AID 1001). purified TNAP, luminescent activation assay, no phosphate acceptor; higher activation fold means a stronger effect. activation fold at 20 µM, or EC50 in µM where a hit was titrated. hit rate 0.03% among 200,000; in the data active means activation fold from about 3, or a potency from the dose series; inactive means the rest, 99 in 100 with activation fold below about 1.6; further: many of its hits are not listed in these tables
# West Nile virus CPE: West Nile virus antiviral activity, cell-based, CPE readout (AID 1621); CPE inhibition, % at 10 µM, or IC50 in µM where a hit was titrated; West Nile virus-infected cells, CPE inhibition; higher % means a stronger effect; hit rate 0.02% among 290,000; in the data active means a potency from the dose series; inconclusive means CPE inhibition mostly from about 3.7% at the one dose, without a potency; inactive means the rest, 99 in 100 with CPE inhibition below about 2.2%; further: strong numbers were not always called active
# RSV CPE inhibition: RSV antiviral activity via CPE protection, HEp-2 cells, primary 10 µM value included (AID 2391); HEp-2 cells, RSV-induced CPE inhibition; higher % means a stronger effect; CPE inhibition, % at 10 µM; hits with a dose series show IC50 in µM; hit rate 0.13% among 310,000; in the data active means a potency from the dose series; inconclusive means CPE inhibition mostly from about 23% at the one dose, without a potency; inactive means the rest, 99 in 100 with CPE inhibition below about 21%; further: strong numbers were not always called active
# ER stress rescue: protection against thapsigargin-triggered cell killing – 384-well, CSM14.1, ATP luminescence, primary screen (AID 1222); CSM14.1 thapsigargin-induced death rescue, ATP luminescence; higher % means a stronger effect; cellular ATP content (survival), % at 20 µM; hits with a dose series show EC50 in µM; 190,000 tested, under 10 active;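 active means EC50 below 50 µM in the dose-response confirmation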;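 further: death triggered by thapsigargin at about 15 µM added after 2 h compound pretreatment; cell ATP read after overnight thapsigargin exposure of roughly 18 to 22 hours; normalized against plate controls of thapsigargin alone and 5% DMSO vehicle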
# Insulin prom up cell count: recorded beside Insulin prom up, whose call it bears; cell count; measured here: cytotoxicity, nuclei count;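 total cells summed across four imaged fields per well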
# An asterisk follows results filed as active; ? = inconclusive; / = not tested or not shown. Unless noted, no stated cut-off is given here; in the data, active means inhibition above about 50%; inactive means the rest.
# Second line of a record – Large T inhibition	Salmonella PhoP GFP	human PMI inhibitors	PMI inhibitors	Insulin prom up	Insulin prom up cell count	TNAP activation fold	West Nile virus CPE	RSV CPE inhibition	ER stress rescue
CC(=O)Nc1nc(C)c(S(N)(=O)=O)s1
→ 6%	2%	-3%	-3%	0.5	1504	1.1	/	0.8%	0.1%
COc1cccc(CNC(=O)CN2C(=O)COc3ccc(S(=O)(=O)N4CCCCCC4)cc32)c1
→ 11%	-1%	/	/	/	/	/	-0.4%	3.3%	/
CCOc1cc(C(=O)NC(C)C2CCCO2)cc(OCC)c1OCC (centres undefined)
→ 2%	-14%	7%	9%	-0.11	1631	1	0.5%	0.5%	-0.2%
Cc1nn(Cc2ccc(C(=O)n3cccn3)o2)c(C)c1Br
→ 12%	-4%	-8%	-5%	0.23	1235	1.1	1.2%	1.0%	0.7%
CC(OC(=O)c1ccc(S(=O)(=O)NCc2ccco2)cc1)C(=O)Nc1ncc(Cl)cc1Cl (centres undefined)
→ 7%	-5%	-5%	-1%	-5.3	536	1	-0.3%	-0.1%	-1.3%
N#CCSc1nc2ccccc2c(=O)n1CCCC(=O)NCC1CCCO1 (centres undefined)
→ 4%	-10%	12%	13%	0.1	1689	1	0.0%	0.1%	-0.7%
CC(C)=C(NC(=O)c1ccccc1)C(N)=O
→ 10%	-12%	/	/	-0.23	1209	/	0.3%	/	/
CCOC(=O)CC1=NN(c2ccccc2)C(=O)C1
→ 1%	-8%	-4%	-11%	-0.18	1442	1.1	0.6%	1.8%	-0.3%
CC1=C(C#N)C(c2ccc(O)cc2)C(C#N)=C(C)N1
→ 15%	-9%	/	/	-0.46	1345	/	-0.1%	/	/
Cc1ccc(CCN2CC(C(=O)NC3CCCC3)CC2=O)cc1 (centres undefined)
→ 9%	-7%	-5%	-3%	-0.35	1644	1.1	-0.3%	-0.1%	1.2%
Cc1nnc(NC(=O)C2CC(=O)N(Cc3ccccc3)C2)s1 (centres undefined)
→ 16%	-2%	/	/	/	/	/	-0.1%	0.5%	/
CC(CCc1ccco1)NC(=O)Cn1nc(Cc2ccncc2)c2ccccc2c1=O (centres undefined)
→ 5%	-3%	-3%	-1%	-0.2	923	1.1	-0.5%	2.6%	1.3%
CCOc1ccc(N/C=C/C(=O)c2ccccc2)cc1
→ 32%	-5%	/	/	/	/	/	-0.3%	1.4%	/
COc1ccc(NC(=O)CSc2nc(C)cs2)cc1
→ -12%	1%	9%	9%	0.92	1140	1	-0.2%	-1.2%	-1.0%
CCc1nc(NCCCCCO)c2nnn(Cc3ccccc3F)c2n1
→ -9%	4%	-3%	3%	0.22	879	1.1	-0.3%	1.6%	-1.2%
COc1ccc(-c2c3c(=O)n(C)c(=O)n(C)c3cn2N2CCOCC2)cc1
→ 28%	-10%	5%	8%	-0.51	2037	1.1	0.5%	3.5%	-0.7%
CCOc1cc(N2CCOCC2)c(OCC)cc1NC(=O)[C@H](C)N1C(=O)C2CC=CCC2C1=O (some centres undefined)
→ 26%	3%	1%	-4%	-0.96	1330	1.1	-0.8%	1.4%	2.1%
CCOC(=O)c1cnc2c(Cl)cccc2c1NCCN1CCOCC1
→ 8%	15%	4%	4%	-0.04	1372	1.2	-0.2%	1.6%	2.6%
NC(=S)n1[nH]c(-c2ccc([N+](=O)[O-])cc2)c(N=Nc2ccccc2[N+](=O)[O-])c1=O
→ 16%	6%	-7%	-17%	0.73	1522	0.9	1.4%	/	0.6%
CCOC(=O)c1cccc(S(=O)(=O)N(CCO)Cc2cc3cc(OC)c(OC)cc3[nH]c2=O)c1
→ 4%	8%	17%	15%	0.03	1240	1.1	0.2%	0.7%	0.5%
CCOC(=O)/C=c1\s/c(=C(\C#N)C(=O)OCC)n(-c2ccccc2)c1=O
→ 1%	4%	-28%	-24%	/	/	1	0.0%	0.8%	4.4%
CC(C)C[C@H](NC(=O)[C@@H](O)[C@H](N)Cc1ccccc1)C(=O)O
→ -1%	-6%	/	/	/	/	/	0.2%	-1.6%	/
O=C(NCC1CCC(C(=O)O)CC1)c1cccnc1 (centres undefined)
→ 3%	-9%	-12%	-14%	1.5	1004	1	0.1%	-0.6%	-0.2%
O=C1NCCCCC1NC1CC(=O)N(c2ccccc2)C1=O (centres undefined)
→ 2%	-10%	-1%	2%	-0.66	1249	1.1	1.6%	0.9%	0.4%
CC1=NN(c2ccccc2)C(=O)/C1=C/C=C/c1ccccc1
→ 10%	-7%	4%	3%	0.1	1257	1	?	7.2%	-2.5%
CN=C1CC(C)(C)CC(=O)/C1=C(/O)CCC(=O)NC
→ -4%	-1%	-7%	-6%	-0.92	1249	1.1	0.2%	1.1%	-1.9%
CCOc1ccc(-c2noc(CCC(=O)NCCc3ccccc3)n2)cc1OC
→ 8%	0%	/	/	/	/	/	0.5%	1.4%	/
COc1ccccc1CC(=O)Nc1cccc2ccccc12
→ 3%	5%	/	/	/	/	/	-0.3%	3.7%	/
c1cc(CNc2ccc(N3CCOCC3)cc2)ccn1
→ 2%	12%	6%	7%	1.1	939	1	0.5%	0.4%	-1.4%
Cc1cc(C)c(C#N)c(N)n1
→ 21%	3%	-2%	-3%	0.25	1312	1.1	0.7%	1.4%	-1.4%
COCc1c(C(=O)N/N=C(\C)c2ccc(Cl)s2)nnn1-c1nonc1N
→ 3%	4%	/	/	/	/	/	-0.2%	0.8%	/
CCOC(=O)c1sc(NC(=O)Nc2ccccc2)cc1C
→ 11%	15%	22%	17%	-0.11	1386	1.1	14%	16%	-4.7%
Cc1cccc(-n2c(=O)c3c(C)c(C)sc3n(CC(N)=O)c2=O)c1
→ 18%	4%	-3%	-7%	1	1345	1	0.5%	0.9%	-14%
CCOC(=O)C1=NOC(COc2ccccc2C=O)C1 (centres undefined)
→ 4%	5%	-4%	-11%	-0.11	1262	1.1	-0.4%	0.2%	-0.1%
CCc1ccc(OCC(=O)Oc2ccc([N+](=O)[O-])cc2)cc1
→ -6%	2%	/	/	/	/	/	0.1%	-0.3%	/
COc1cc(/C=C(\NC(=O)c2ccccc2)C(=O)Nc2cccc(O)c2)c([N+](=O)[O-])cc1OC
→ 2%	-4%	21%	10%	0.16	1580	1.1	0.2%	-1.5%	-1.6%
O=C(Nc1nc(COc2ccccc2)cs1)C12CC3CC(CC(C3)C1)C2
→ 1%	-4%	5%	10%	-0.74	990	1.2	-0.7%	6.2%	0.8%
CC(C)(C)c1ccc(Cc2n[nH]c(=S)[nH]c2=O)cc1
→ 9%	-3%	/	/	/	/	/	-0.7%	8.5%	/
O=C(O)c1cccc(N2C(=O)/C(=C/c3ccc(SCc4ccc(Cl)cc4)o3)SC2=S)c1
→ 22%	-15%	68%*	73%*	0.49	976	0.7	-0.4%	/	0.1%
Cc1noc(C)c1COC(=O)C1CC(O)CN1S(=O)(=O)c1ccc(Cl)cc1 (centres undefined)
→ 4%	-2%	-6%	-1%	-0.15	1266	1.1	-0.5%	1.0%	0.4%
CCOc1ccc(C(CC(=O)O)NC(=O)C2c3ccccc3Oc3ccccc32)cc1 (centres undefined)
→ 0%	7%	-6%	0%	-0.09	1438	1	0.1%	0.5%	1.8%
CCCCC(=O)Nc1ccc2c(c1)nc(CCN1CCN(C)CC1)n2C
→ 8%	-8%	/	/	0.21	1178	/	0.6%	/	/
Cc1cc(Cl)ccc1OCC(O)CNCCc1ccc(S(N)(=O)=O)cc1 (centres undefined)
→ 8%	0%	/	/	/	/	/	-0.2%	4.2%	/
COc1ccc(S(=O)(=O)N2CCC(NC(=O)N3CCOCC3)CC2)cc1
→ 9%	2%	8%	6%	0.93	1319	1	0.8%	0.2%	27%
O=C(CSc1ccccc1)N1CCN(C(=O)c2ccco2)CC1
→ 3%	-10%	-11%	-8%	0.25	1639	1.1	0.0%	2.4%	0.3%
O=C(Nn1cnnc1)c1ccc(Cl)c([N+](=O)[O-])c1
→ 12%	-6%	/	/	0.16	1357	/	-0.1%	/	/
O=C(Nc1ccc(Cl)cc1N1CCOCC1)C1CCCO1 (centres undefined)
→ 22%	-1%	/	/	/	/	/	-0.2%	1.5%	/
COc1ccc(N2CC(C(=O)N[C@@H](CC(C)C)C(=O)NC3CCCCC3)CC2=O)cc1 (some centres undefined)
→ 17%	13%	/	/	/	/	/	-0.8%	-0.2%	/
CN1CCN(C(=O)/C(=C/c2ccc(F)cc2)NC(=O)c2ccccc2)CC1
→ 5%	-3%	/	/	/	/	/	-0.6%	0.8%	/
CCCn1nc(NC(=O)C2CCCO2)c2cc3cccc(C)c3nc21 (centres undefined)
→ 12%	-6%	/	/	-0.33	1003	/	-0.7%	22%	/

# (further entries)
# Second line of a record – Large T inhibition	Salmonella PhoP GFP	human PMI inhibitors	PMI inhibitors	Insulin prom up	Insulin prom up cell count	TNAP activation fold	West Nile virus CPE	RSV CPE inhibition	ER stress rescue
CCn1c(COc2ccc(C)cc2)nc2ccccc21
→ 4%	10%	-2%	3%	0.79	1360	1.1	-1.7%	?	7.9%
Cc1ccc(S(=O)(=O)c2nc(-c3ccccc3F)oc2N2CC(C)OC(C)C2)cc1 (centres undefined)
→ 2%	11%	/	/	/	/	/	-0.7%	6.9%	/
COc1ccccc1N(CCC#N)C(=O)CSc1ccc2c(c1)OCCO2
→ 3%	27%	-12%	-8%	1.3	1238	1	-0.6%	4.5%	-0.3%
Cc1ccc(NC(=O)Cn2c(/C=C/c3ccccc3)nc3ccccc32)cc1C
→ 5%	-3%	15%	14%	0.68	1572	1.1	?	-0.2%	-2.6%
COc1ccc(-c2nnc(SCc3nnc(-c4ccc(Cl)cc4)o3)n2-c2ccccc2)cc1
→ 5%	-7%	20%	26%	-0.54	1084	1	-1.2%	2.4%	4.7%
COc1ccc(CCNc2ncnc3sc(C)cc23)cc1OC
→ 12%	-3%	/	/	/	/	/	0.9%	0.1%	/
CC(C)n1c(SCCCc2ccccc2)nc2c1c(=O)[nH]c(=O)n2C
→ 6%	13%	13%	14%	-0.38	1306	1	-0.1%	/	/
CCn1c(C)cc2c(c1=O)C(c1ccccc1Br)C(C#N)=C(N)O2 (centres undefined)
→ 10%	8%	18%	16%	/	/	1.1	0.3%	1.5%	-3.4%
COc1ccc(C2C(C(=O)N3CCN(c4ccccc4F)CC3)c3ccccc3C(=O)N2C)cc1 (centres undefined)
→ 2%	2%	0%	2%	-0.31	1298	1	0.4%	4.9%	/
CCOC(=O)c1cc2c(N)c(C(=O)c3cc(C#N)c(SC)nc3C)sc2nc1C
→ 13%	-3%	-49%	-47%	-0.09	1260	1.1	?	2.7%	-1.3%
CC(=O)Nc1cccc(C(=O)N/N=C/c2ccccc2F)c1
→ -2%	-10%	4%	5%	0.77	1258	1	0.5%	1.6%	-3.8%
Cc1nc2c(cnn2-c2ccccc2)c(=O)n1/N=C/c1ccccc1
→ 24%	-8%	/	/	0.07	1120	/	0.5%	1.5%	/

# Compounds were not picked by outcome; 1.5% or so of the library scored in one or more.
